From PubChem
MEP2-GFP yeast: yeast TOR pathway MEP2-GFP modulation; S. cerevisiae MEP2-GFP strain, flow cytometry GFP, 3 h; 100% = DMSO control level; AID 2016; 330,000 tested, 0.51% active; GFP response vs DMSO, % at 10 µM;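 active = GFP response versus DMSO above a set limit, roughly screen mean plus 3 SD, cut at about 180% in these data; inconclusive = fewer than 70 cells counted for a yeast strain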;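 note: median GFP fluorescence of the barcode-gated MEP2-GFP cells per well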
AGP1-GFP MLPCN: yeast TOR pathway AGP1-GFP modulation; AID 2066; S. cerevisiae AGP1-GFP multiplex flow cytometry, 3 h; GFP as percent of DMSO wells; 320,000 tested, 0.02% active; GFP response vs DMSO, % at 10 µM;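 active = GFP response relative to DMSO above a set limit, near screen average plus 3 SD, cut at about 150% in these data; inconclusive = fewer than 70 cells counted for the yeast strain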;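 note: median GFP channel fluorescence of the gated AGP1 strain per well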
AHR activator: activators of human aryl hydrocarbon receptor | P35869 | AHR-responsive luciferase reporter cells, luminescence | activation, % at 5 µM | 320,000 tested, 2.5% active; in the data active = activation above about 47%;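 note: 0% = vehicle wells and 100% = reference agonist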
Target sequence (P35869 whole entry, looked up): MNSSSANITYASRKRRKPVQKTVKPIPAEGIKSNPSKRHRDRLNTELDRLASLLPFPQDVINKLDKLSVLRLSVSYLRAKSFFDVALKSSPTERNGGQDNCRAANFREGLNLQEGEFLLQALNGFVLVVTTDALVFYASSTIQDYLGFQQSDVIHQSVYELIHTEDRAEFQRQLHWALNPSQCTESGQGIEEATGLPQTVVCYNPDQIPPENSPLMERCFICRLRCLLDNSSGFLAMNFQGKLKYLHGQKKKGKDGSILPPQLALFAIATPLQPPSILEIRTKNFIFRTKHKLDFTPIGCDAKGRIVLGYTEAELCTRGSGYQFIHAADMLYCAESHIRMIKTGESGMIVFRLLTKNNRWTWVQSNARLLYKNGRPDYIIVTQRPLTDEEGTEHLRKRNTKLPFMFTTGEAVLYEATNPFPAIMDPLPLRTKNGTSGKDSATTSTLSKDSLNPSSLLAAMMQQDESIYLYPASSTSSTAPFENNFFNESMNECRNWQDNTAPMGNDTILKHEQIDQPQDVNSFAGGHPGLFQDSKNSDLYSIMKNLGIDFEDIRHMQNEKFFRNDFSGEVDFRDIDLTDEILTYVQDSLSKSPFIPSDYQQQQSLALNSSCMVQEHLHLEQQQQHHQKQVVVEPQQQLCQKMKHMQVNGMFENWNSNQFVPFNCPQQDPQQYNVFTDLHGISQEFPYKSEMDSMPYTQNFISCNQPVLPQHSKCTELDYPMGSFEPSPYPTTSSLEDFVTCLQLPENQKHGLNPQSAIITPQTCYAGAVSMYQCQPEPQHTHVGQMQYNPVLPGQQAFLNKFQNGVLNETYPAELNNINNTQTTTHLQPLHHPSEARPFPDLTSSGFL
RPL19A TOR yeast: yeast TOR pathway RPL19A-GFP modulation. S. cerevisiae RPL19A-GFP strain, flow cytometry, 3 h; stronger effect = lower value. percent response vs DMSO, % at 10 µM. 330,000 tested, 0.3% active. AID 2025;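 active = percent response vs DMSO below 50%; inconclusive = fewer than 70 events counted for the yeast strain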;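 note: median channel GFP fluorescence of the barcoded RPL19A-GFP strain; ratio of sample median GFP to plate DMSO average so 100% = DMSO; lower means less RPL19A-GFP as with rapamycin TOR inhibition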
CIT2 TOR yeast: modulators of TOR pathway CIT2-GFP in S. cerevisiae; S. cerevisiae CIT2-GFP strain, flow cytometry, 3 h; 100 means same as DMSO wells; GFP response vs DMSO, % at 10 µM; 320,000 tested, 0.065% active;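 active = GFP response relative to DMSO above a set limit, near the screen mean plus 3 SD, cut at about 150% in these data; inconclusive = Fewer than 70 cells measured for a yeast strain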;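 note: ratio of well median GFP fluorescence to mean of DMSO wells on the plate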
LAP4-GFP MLPCN: modulators of TOR pathway LAP4-GFP in S. cerevisiae; S. cerevisiae LAP4-GFP multiplex, flow cytometry GFP, 3 h; median GFP as percent of DMSO wells; GFP response vs DMSO, % at 10 µM; 320,000 tested, 0.34% active;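 active = GFP response vs DMSO above a set limit, about the screen mean plus 3 SD, cut at about 150% in these data; inconclusive = under 70 cell events counted for the yeast strain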
Efflux pump inh: antifungal efflux pump inhibition, Nile Red retention. AID 485275. inhibition, % at 10 µM. 330,000 tested, 0.44% active. S. cerevisiae Candida pump triplex;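 active = plate passing quality check with inhibition over a set limit, or well fluorescence over plate mean plus 4 SD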;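 note: Nile Red retained in pooled yeast measured as flow cytometry median fluorescence; 0% = buffer negative control and 100% = Enniatin B positive control; higher means more Nile Red kept so more efflux inhibition; some compounds called inactive have numbers as strong as hits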
CR mimetic SO: yeast age-related superoxide inhibition as caloric restriction mimetic | superoxide response (% of plate mean), % at 10 µM | S. cerevisiae aged cells, superoxide DHE fluorescence; stronger effect = lower value | AID 2690 | 330,000 tested, 0.18% active;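 active = superoxide response under a set limit, about three screen SD below normal, cut at about 65% in these data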;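 note: yeast aged for seven days with compound at 30 °C before DHE staining; 100% = average MFI of all compound-treated wells on the plate with controls excluded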
* marks the source's active call; other numbers are inactive results; ? = inconclusive; . = not tested or not shown; [ ] = remark or other dose. An unsorted share of the library; any-hit rate near 3.9%.

no.	structure	MEP2-GFP yeast	AGP1-GFP MLPCN	AHR activator	RPL19A TOR yeast	CIT2 TOR yeast	LAP4-GFP MLPCN	Efflux pump inh	CR mimetic SO
1	Cc1ccccc1N1CCN(CC(=O)Nc2nc(C)c(C(=O)N(C)C)s2)CC1	104	102	0	101	96	102	-0.1	109
2	O=C(CCN=C1NS(=O)(=O)c2ccccc21)OCC(=O)c1ccccc1	99	94	2	92	94	88	0.2	95
3	COC(=O)/C(C#N)=C1/C=Cc2ccccc2N1C	106	105	-8	104	99	109	-0.1	96
4	O=C(NCCO)c1ccc(-c2nnc(N3CCOCC3)c3ccccc23)cc1	103	103	1	104	108	103	-0.1	96
5	COc1ccc(NC(=O)c2ccc(CNc3c(NC4CCCCC4)c(=O)c3=O)cc2)c(OC)c1	103	101	-1	98	103	96	0.0	92
6	CC(=O)N1CCC(=NNc2nc3ccccc3[nH]2)CC1	86	101	63*	96	102	96	-0.1	97
7	Cc1ccc(S(=O)(=O)NNC(=S)NC(C)(C)C)cc1	121	101	1	90	107	106	-0.2	93
8	CN1CCCC(OC(=O)c2cccc(Br)c2)C1 (stereo not drawn)	102	97	4	102	107	86	-0.2	100
9	C=CCNC(=O)Nc1ccc2nc(C)sc2c1	100	97	-5	99	99	97	0.0	92
10	CCc1c(C(=O)NC(C)C2CCCO2)csc1C (stereo not drawn)	98	98	-1	97	90	98	0.3	95
11	O=[N+]([O-])c1c(NCCO)cc(N2CCN(Cc3ccc4c(c3)OCO4)CC2)c2nonc12	105	102	4	104	101	91	0.0	112
12	O=C(COC(=O)c1ccc(OC(F)F)cc1)NCCNC(=O)COC(=O)c1ccc(OC(F)F)cc1	98	108	3	103	107	92	0.5	109
13	C=CCNC(=S)NNc1nc2c(c(=O)[nH]1)C1(CCCCC1)Cc1ccccc1-2	108	114	27	118	114	100	-0.2	105
14	O=C(COc1cccc(Cl)c1)Nc1cc(S(=O)(=O)N2CCOCC2)ccc1N1CCOCC1	108	104	-1	105	94	110	-0.1	101
15	Cc1ccc(C(=O)NCC(=O)NCC(c2cccs2)N(C)C)cc1C (stereo not drawn)	105	99	14	106	103	106	0.1	112
16	COc1cc(C(=O)N=c2sccn2C)c([N+](=O)[O-])cc1OC	108	97	.	112	96	87	-0.1	90
17	CC(C)NC(=O)CSCc1c(Cl)cccc1Cl	93	96	-6	94	92	89	0.0	95
18	O=C(Nc1nc2ccccc2[nH]1)c1cccc(Br)c1	107	102	57*	106	103	106	-0.1	97
19	CCc1ccc2[nH]c3nc(SCCN4CCOCC4)nnc3c2c1	105	100	29	104	102	90	-0.1	92
20	COc1cc2nc(CN(C)Cc3ccc(Cl)cc3)[nH]c(=O)c2cc1OC	97	101	12	93	92	101	-0.1	81
21	CCOc1ccc(C2CC(=O)NC3=C2C(=O)CCC3)cc1Cl (stereo not drawn)	94	93	4	92	94	91	0.1	113
22	COCc1cc(C)nc(SCc2ccc(F)cc2)c1C#N	95	98	-3	102	100	90	-0.2	99
23	COc1cc(C(=O)N2CCN(C(=O)C3CC3)CC2)cc(OC)c1OC	105	105	-3	103	106	96	-0.1	95
24	O=C(c1ccc(Br)cc1)N(Cc1ccco1)C1CCS(=O)(=O)C1 (stereo not drawn)	161[may fluoresce violet]	?	0	20*[may fluoresce violet]	?	88[may fluoresce violet]	-0.5	86

Full records from above. Screens in order: MEP2-GFP yeast, AGP1-GFP MLPCN, AHR activator, RPL19A TOR yeast, CIT2 TOR yeast, LAP4-GFP MLPCN, Efflux pump inh, CR mimetic SO
Entry for COc1cc(C(=O)N2CCN(C(=O)C3CC3)CC2)cc(OC)c1OC : 105, 105, -3, 103, 106, 96, -0.1, 95
Entry for O=C(c1ccc(Br)cc1)N(Cc1ccco1)C1CCS(=O)(=O)C1 (stereo not drawn) : 161[may fluoresce violet], ?, 0, 20*[may fluoresce violet], ?, 88[may fluoresce violet], -0.5, 86
Entry for CCOc1ccc(C2CC(=O)NC3=C2C(=O)CCC3)cc1Cl (stereo not drawn) : 94, 93, 4, 92, 94, 91, 0.1, 113
Entry for COCc1cc(C)nc(SCc2ccc(F)cc2)c1C#N : 95, 98, -3, 102, 100, 90, -0.2, 99
Entry for COc1cc2nc(CN(C)Cc3ccc(Cl)cc3)[nH]c(=O)c2cc1OC : 97, 101, 12, 93, 92, 101, -0.1, 81

(more compounds)
no.	structure	MEP2-GFP yeast	AGP1-GFP MLPCN	AHR activator	RPL19A TOR yeast	CIT2 TOR yeast	LAP4-GFP MLPCN	Efflux pump inh	CR mimetic SO
25	O=C(CCNC(=O)c1ccc(Cl)cc1)NN1C(=O)NC2(CCCCC2)C1=O	105	101	0	104	104	101	0.0	88
26	[O-][n+]1onc2c1C(N1CCOCC1)CCC2N1CCOCC1 (stereo not drawn)	93	104	3	96	98	98	0.0	103
27	O=C(c1cccs1)N1CCN(Cc2ccccc2[N+](=O)[O-])CC1	95	92	4	101	100	87	-0.1	122
28	O=C(N/N=C/c1c(O)ccc2ccccc12)c1cccnc1	109	86	73*	99	97	92	0.9	105
29	CC1(C)CC(NC(=O)c2ccccc2)CC(C)(C)N1	108	99	1	101	95	94	-0.1	95
30	COc1cc(NC(=O)c2cc(-c3cccc(O)c3)on2)cc(OC)c1OC	106	105	0	100	102	104	-0.2	97
31	Cc1cc(C)n2nc(SCc3ccc(C#N)cc3)nc2n1	112	99	0	105	102	101	-0.1	103
32	COc1ccc(/C=N\NC(=O)c2ccccc2Br)cc1COc1ccccc1	105	105	7	101	104	102	0.0	109
33	Cc1nnc(NC(=O)CSc2nnc(Cc3cccn3C)n2CCc2ccccc2)s1	109	104	1	110	98	107	0.2	108
34	O=C1C=C(c2ccc(F)cc2OCc2ccccc2)C[C@@H](c2ccc(Cl)cc2)C1	96	101	-1	99	100	107	0.1	104
35	Cc1cccc(-c2noc(CCc3ccccc3)n2)c1	98	99	4	98	100	110	0.0	98
36	COc1cc2c(cc1OC)CN(C(=O)CN1CCN(S(=O)(=O)c3ccccc3)CC1)CC2	105	105	-1	101	101	92	-0.1	96
37	COc1ccccc1C(=O)NCC(=O)NCCCN1CCOCC1	106	99	0	105	93	103	0.1	108
38	Clc1ccccc1-c1ncc(-c2ccccc2)o1	102	94	34	100	104	86	0.1	92
39	COC(CCN(C)C)(c1ccccc1)c1ccccc1	104	103	5	109	99	100	0.1	134
40	CCn1cc(/C=N/O)c(C)n1	93	90	1	91	87	87	0.1	100
41	CCCCn1nnnc1SCC(=O)Nc1ccc(F)cc1	97	99	16	100	97	102	0.0	101
42	O=C(O)c1ccccc1-c1ccccc1C(=O)Nc1cccc(O)c1	101	98	1	97	88	120	-0.2	87
43	Cc1cccc(C)c1NC(=O)Nc1ccccc1-n1ccnc1	102	104	6	104	101	96	-0.1	104
44	CCOC(=O)CN1C(=O)C(O)(CC(=O)c2cccc(OC)c2)c2ccccc21 (stereo not drawn)	103	109	6	100	109	98	0.2	88
45	COc1ccccc1CNC(=O)COC(=O)c1ccc(NC(N)=O)cc1	91	101	2	.	99	95	-0.3	103
46	O=C(NC(c1ccccc1)c1ccccc1)c1ccc(S(=O)(=O)C(F)F)cc1	105	102	1	101	101	97	-0.1	102
47	O=c1c2ccccc2c2ccccc2c(=O)n1Cc1cccnc1	97	97	0	97	98	92	-0.1	96
48	O=C(CN1C(=O)c2ccccc2S1(=O)=O)Nc1ccon1	98	100	0	95	85	100	1.1*	109
49	CC1CCC(NC(=O)CCNC(=O)c2ccc(Br)cc2)CC1 (stereo not drawn)	101	114	6	106	90	108	0.4	115
50	CC(=O)Nc1nnc(S(N)(=O)=O)s1	105	88	2	101	81	107	0.0	99
51	COc1ccccc1N(C)S(=O)(=O)c1ccc(C(=O)Nc2nc(C)cs2)cc1	90	98	2	95	86	106	0.3	118
52	C=CCCN(C1CCCC1)S(=O)(=O)c1ccccc1Br	89	91	-3	99	94	111	-0.2	95
53	CC(=O)N1CCc2cc(S(=O)(=O)NCCC3=CCCCC3)ccc21	93	98	0	92	93	95	-0.2	101
54	Cc1ccc(OCC(=O)NNC(=O)C2CCC2)cc1C	97	97	0	96	89	101	0.1	105
55	Cc1ccc(CNC(=O)Nc2ccccc2)cc1	98	98	8	100	93	100	0.0	96
56	COc1cc(OC)cc(-c2c(-c3cccs3)c3cc(-c4ccc(OC)c(F)c4)ccc3n2C)c1	97	98	-2	95	100	98	0.0	100
57	COc1cccc(-c2cc(=O)c3cc(NC(C)=O)ccc3[nH]2)c1	99	92	15	103	98	125	-0.1	87
58	C[C@]12c3[nH]c4ccccc4c3CCN1C(=O)C(CC(=O)NCCN1CCOCC1)C[C@@H]2C(=O)N1CCOCC1 (stereo partly drawn)	99	97	0	97	97	94	-0.2	91
59	O=C(NC1CCCC1)C1CCN(S(=O)(=O)N2CCCCC2)CC1	102	106	-2	98	107	105	0.1	106
60	S=C(NCCCN1CCOCC1)N(Cc1ccccc1)Cc1ccccc1	105	107	1	106	108	91	-0.1	99
61	CCCCn1c(SCc2nc(N)nc(N3CCCCC3)n2)nc2c1c(=O)n(C)c(=O)n2C	104	99	10	100	94	98	0.2	101
62	COc1ccccc1NC(=O)CSc1nnc(CNC(=O)c2ccccc2F)o1	98	97	6	95	96	89	-0.1	103
63	Nc1ccc(C(=O)N/N=C/c2cn(Cc3ccccc3F)c3ccccc23)cc1	106	91	.	121	88	89	0.1	96
64	COc1ccc(CC(=O)Nc2cc(=O)n(C)c(=O)n2C)cc1OC	101	92	1	98	99	94	0.0	104

Arranged by the number under CIT2 TOR yeast (largest number first): some entries from above.
No.	compound	CIT2 TOR yeast
60	S=C(NCCCN1CCOCC1)N(Cc1ccccc1)Cc1ccccc1	108
64	COc1ccc(CC(=O)Nc2cc(=O)n(C)c(=O)n2C)cc1OC	99
63	Nc1ccc(C(=O)N/N=C/c2cn(Cc3ccccc3F)c3ccccc23)cc1	88

(cont.)
no.	structure	MEP2-GFP yeast	AGP1-GFP MLPCN	AHR activator	RPL19A TOR yeast	CIT2 TOR yeast	LAP4-GFP MLPCN	Efflux pump inh	CR mimetic SO
65	COc1ccc(CCN2C(=O)CC(N3CCN(C/C=C/c4ccccc4)CC3)C2=O)cc1OC (stereo not drawn)	96	100	0	95	95	102	-0.1	104
66	CN1CCN(CCC(=O)N/N=C/c2ccccn2)CC1	108	103	1	103	104	96	0.0	105
67	CCOC(=O)c1c(NC(=O)CC2Nc3cc(C)c(C)cc3NC2=O)sc(C)c1C (stereo not drawn)	105	101	10	97	102	97	0.0	111
68	Cc1n[nH]c(=O)nc1NC(C)c1ccccc1 (stereo not drawn)	108	106	-1	104	103	101	-0.2	89
